# West Nile virus CPE – inhibition of WNV-induced cytopathic effect – cell-based, CPE readout (AID 1621); West Nile virus-infected cells, CPE inhibition; higher % means a stronger effect; CPE inhibition, % at 10 µM, or IC50 in µM where a hit was titrated; 290,000 tested, 0.02% active; in the data active means a potency from the dose series; further: strong numbers were not always called active
# Ins promoter up – MIN6 insulin promoter up-regulation | AID 1625 | z-score at 5 µM | 190,000 tested, 0.3% active | MIN6 insulin promoter-GFP reporter, high-content imaging; hits give high values;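 active means z-score above 3 at 5 µM with at least 500 cells counted in the well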
# CSM14.1 death rescue – protection against thapsigargin-triggered cell killing – 384-well, CSM14.1, ATP luminescence, primary screen (AID 1222); CSM14.1 thapsigargin-induced death rescue, ATP luminescence; higher % means a stronger effect; cellular ATP content (survival), % at 20 µM, or EC50 in µM where a hit was titrated; 190,000 tested, under 10 active;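 active means EC50 below 50 µM in the dose-response confirmation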;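 further: death triggered by thapsigargin at about 15 µM added after 2 h compound pretreatment; cell ATP read after overnight thapsigargin exposure of roughly 18 to 22 hours; normalized against plate controls of thapsigargin alone and 5% DMSO vehicle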
# TNAP activators – human TNAP enzyme activators, primary screen, biochemical, luminescent, no phosphate acceptor, uHTS (AID 1001). purified TNAP, luminescent activation assay, no phosphate acceptor; higher activation fold means a stronger effect. activation fold at 20 µM, or EC50 in µM where a hit was titrated. 200,000 tested, 0.03% active; in the data active means activation fold from about 3, or a potency from the dose series; inactive means the rest, 99 in 100 with activation fold below about 1.6; further: many of its hits are not listed in these tables
# SV40 large T antigen – SV40 large T antigen inhibitors, biochemical (AID 1903); 310,000 tested, 0.39% active; SV40 large T antigen ATPase/helicase inhibition assay; higher % means a stronger effect; one-dose inhibition, % at 20 µM; IC50 in µM for titrated hits; in the data active means a potency from the dose series; further: strong numbers were not always called active
# PhoP inhibition – PhoP-dependent GFP reporter repression – Salmonella Typhimurium, primary screen (AID 1863); S. Typhimurium PhoP-regulated promoter GFP reporter, 4 h; higher % means a stronger effect; one-dose inhibition, % at 50 µM; IC50 in µM for titrated hits; 300,000 tested, 0.16% active;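 active means inhibition over 29.93%, a cutoff 3 SD above the screen mean, later confirmed by dose response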;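 further: 0% = low Mg2+ inducing control and 100% = high Mg2+ repressing control; strong numbers were not always called active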
# RSV antiviral HEp-2 – inhibition of RSV-induced cytopathic effect – HEp-2 cells, primary 10 µM value included (AID 2391); one-dose CPE inhibition, % at 10 µM; IC50 in µM for titrated hits; HEp-2 cells, RSV-induced CPE inhibition; higher % means a stronger effect; 310,000 tested, 0.13% active; in the data active means a potency from the dose series; further: strong numbers were not always called active
# human PMI inhibition – MPI enzyme activity inhibition – biochemical, fluorescence intensity, coupled assay, primary screen (AID 1209). 190,000 tested, 0.42% active. purified PMI enzyme, coupled fluorescence intensity; higher % means a stronger effect. one-dose inhibition, % at 20 µM; IC50 in µM for titrated hits;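 further: plate controls were DMSO vehicle for no effect and wells lacking substrate for full effect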
# human PMI inhibitors – human PMI inhibitors, high substrate, primary screen, biochemical, fluorescence intensity, high mannose 6-phosphate (AID 1220). recombinant PMI enzyme, coupled fluorescence intensity; higher % means a stronger effect. one-dose inhibition, % at 20 µM; IC50 in µM for titrated hits. 190,000 tested, 0.66% active
# Ins promoter up cell count – recorded beside Ins promoter up, whose call it bears; cell count; measured here: cytotoxicity, nuclei count;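 total cells summed across four imaged fields per well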
# Numbers without * were called inactive; / = not tested or not shown. Unless noted, no stated cut-off is given here; in the data, active means inhibition above about 50%; inactive means the rest.
canonical_smiles	West Nile virus CPE	Ins promoter up	Ins promoter up cell count	CSM14.1 death rescue	TNAP activators	SV40 large T antigen	PhoP inhibition	RSV antiviral HEp-2	human PMI inhibition	human PMI inhibitors
C[N+]1(CC2COC3(CCCCC3)O2)CCCCC1 (centres undefined)	0.1%	-0.08	1126	/	/	11%	-4%	-0.3%	/	/
O=C(/C=C/c1ccc(Cl)cc1)c1cccnc1	-0.2%	0.14	887	6.2%	1	8%	17%	5.3%	4%	0%
COCCN(C(=O)CCC(=O)Nc1cc(C)on1)C(C(=O)NC(C)(C)C)c1cccc(OC)c1OC (centres undefined)	-0.4%	/	/	/	/	-5%	4%	1.6%	/	/
CCSc1nc(N)c2c3c(sc2n1)CCC3	0.7%	/	/	-0.8%	1.1	22%	9%	0.8%	14%	13%
Cc1c(C(=O)O)sc2[nH]c(=O)n(Cc3ccccc3)c(=O)c12	-0.1%	/	/	/	/	7%	-3%	4.8%	/	/
Cc1cccc(-c2cc3c(nn2)-c2ccccc2C3=O)c1	-0.4%	0.66	918	-2.0%	1.1	6%	7%	0.3%	15%	8%
COc1cc(NC(=O)/C=C/c2ccccc2)c(C(=O)O)cc1OC	-0.3%	-0.05	1145	/	/	13%	-12%	3.2%	/	/
CCCn1c(/N=C/c2c[nH]c3ccccc23)nc2ccccc21	-0.2%	1.2	1680	-2.0%	1	9%	24%	1.5%	22%	12%

canonical_smiles	West Nile virus CPE	Ins promoter up	Ins promoter up cell count	CSM14.1 death rescue	TNAP activators	SV40 large T antigen	PhoP inhibition	RSV antiviral HEp-2	human PMI inhibition	human PMI inhibitors
N#C/C(C(N)=O)=C1/SC=C(c2ccccc2)N1c1ccccc1	-0.2%	0.15	1114	/	/	22%	-6%	1.2%	/	/
CC(=O)N1CCC(N(CCN2CCOCC2)C(=S)Nc2ccccc2C)CC1	-0.5%	-0.91	1354	1.8%	1.1	3%	-4%	1.6%	-1%	-11%
N#Cc1c(Cl)nc2c(c1C#N)CCCC2	0.0%	-0.13	1036	/	/	12%	-6%	0.2%	/	/
CC(C)(C)OC(=O)[C@H](Cc1ccccc1)NC(=O)c1nc[nH]c1C(=O)NCC(=O)OCc1ccccc1	-1.2%	/	/	/	/	12%	0%	1.5%	/	/
NC(=O)c1cc(S(=O)(=O)N2CCCC2)ccc1OCc1ccc(F)cc1	-0.5%	/	/	/	/	11%	-3%	2.0%	/	/
Cc1cccc(C(=O)Nc2scc(CC(C)C)c2C(=O)O)c1	1.0%	0.23	1307	-0.9%	1.1	8%	-4%	10%	-7%	-10%
COc1ccccc1N1CCN(C(=O)COc2ccc(S(=O)(=O)NC(C)C)cc2)CC1	-1.3%	-0.07	1526	-0.1%	1.1	29%	3%	0.7%	2%	2%
COc1ccc(OC)c2c(N3CCN(C)CC3)cc(C(F)(F)F)nc12	0.2%	-1.2	1003	-0.2%	1.1	13%	-13%	2.3%	18%	46%

canonical_smiles	West Nile virus CPE	Ins promoter up	Ins promoter up cell count	CSM14.1 death rescue	TNAP activators	SV40 large T antigen	PhoP inhibition	RSV antiviral HEp-2	human PMI inhibition	human PMI inhibitors
C(=N\N(c1ccccc1)c1ccccc1)/c1ccc2c(c1)OCO2	0.7%	/	/	12%	1	11%	4%	12%	9%	1%
CN1CCN(C(=S)c2ccc(Br)cc2)CC1	0.0%	0.13	1474	0.9%	1	17%	4%	0.1%	5%	5%
Cc1ccc(NC(=O)CN(C)Cc2cc(=O)n3ccsc3n2)cc1	-0.1%	-0.13	990	/	/	5%	/	7.1%	/	/
CC(C)OCCCNC(=O)C1CCN(S(=O)(=O)c2ccc3nc4c(c(C(=O)O)c3c2)CCCCC4)CC1	0.2%	/	/	/	/	13%	-15%	1.9%	/	/
CCc1nnc(NC(=O)C2CCCN(c3nc4ccccc4s3)C2)s1 (centres undefined)	0.0%	0.81	1115	1.0%	1.1	4%	-3%	0.4%	1%	1%
CC(C)c1ccc(OCC(O)CN2CCCC2)cc1 (centres undefined)	-1.0%	/	/	/	/	12%	-3%	0.3%	/	/
Cc1ccn2c(C(=O)CSc3ccccc3)c(C)nc2c1	-0.9%	0.06	1614	1.9%	1.1	5%	-7%	18%	6%	5%
C=CCNc1nc2ccccc2nc1NS(=O)(=O)c1ccc(F)cc1	-0.8%	/	/	/	/	22%	-6%	1.6%	/	/

canonical_smiles	West Nile virus CPE	Ins promoter up	Ins promoter up cell count	CSM14.1 death rescue	TNAP activators	SV40 large T antigen	PhoP inhibition	RSV antiviral HEp-2	human PMI inhibition	human PMI inhibitors
COc1ccccc1N1CCN(CCCNC(=O)Nc2ccccc2C)CC1	-0.4%	-0.31	1174	-0.8%	1.1	0%	7%	-1.2%	1%	0%
O=C(CSc1nccc(-c2ccc(Br)cc2)n1)NCCc1ccccc1	-0.7%	-0.31	1698	-2.0%	1.1	4%	-7%	1.8%	1%	2%
Cc1onc(-c2ccc(Cl)cc2Cl)c1C(=O)/C=C/N(C)C	-0.8%	0.07	1060	/	/	10%	-9%	/	/	/
CC1(C)CC(NC(=S)Nc2ccc(S(N)(=O)=O)cc2)CC(C)(C)N1	-0.2%	0.36	1215	/	1	6%	5%	-0.8%	-11%	13%
COCCNC(=O)/C=C/c1c(Cl)cccc1Cl	-0.5%	0.79	1393	-0.7%	1.1	-5%	5%	1.9%	-2%	0%
CC(=O)Oc1ccccc1N(C(C)=O)S(=O)(=O)c1ccc2ccccc2c1	-0.1%	0.7	1383	2.2%	1.1	5%	-7%	1.6%	9%	9%
CCCCN(C(=O)NC(=O)Nc1cccc(C)c1C)S(C)(=O)=O	-0.3%	/	/	2.4%	1	9%	-4%	2.0%	-8%	-4%
CCOC(=O)c1sc(NC(=O)c2ccc(S(=O)(=O)N3CCOCC3)cc2)nc1-c1ccccc1	-0.4%	-0.38	1505	-2.9%	1.1	8%	10%	8.5%	14%	7%

# Compounds shown so far containing a Cl atom (four):
canonical_smiles	West Nile virus CPE	Ins promoter up	Ins promoter up cell count	CSM14.1 death rescue	TNAP activators	SV40 large T antigen	PhoP inhibition	RSV antiviral HEp-2	human PMI inhibition	human PMI inhibitors
O=C(/C=C/c1ccc(Cl)cc1)c1cccnc1	-0.2%	0.14	887	6.2%	1	8%	17%	5.3%	4%	0%
N#Cc1c(Cl)nc2c(c1C#N)CCCC2	0.0%	-0.13	1036	/	/	12%	-6%	0.2%	/	/
Cc1onc(-c2ccc(Cl)cc2Cl)c1C(=O)/C=C/N(C)C	-0.8%	0.07	1060	/	/	10%	-9%	/	/	/
COCCNC(=O)/C=C/c1c(Cl)cccc1Cl	-0.5%	0.79	1393	-0.7%	1.1	-5%	5%	1.9%	-2%	0%

# Continuation:
# Screens in order – West Nile virus CPE | Ins promoter up | Ins promoter up cell count | CSM14.1 death rescue | TNAP activators | SV40 large T antigen | PhoP inhibition | RSV antiviral HEp-2 | human PMI inhibition | human PMI inhibitors
COc1ccc(C(=O)N=c2sccn2C)cc1
    -0.3% | -0.44 | 1355 | -2.6% | 1 | 5% | 3% | 0.1% | 12% | 11%
COc1ccc(NC(=O)CS(=O)(=O)c2ccccc2Cl)cc1
    -0.1% | / | / | / | / | 1% | -4% | -0.1% | / | /
COc1ccc(NC(=O)C2C3C=CC(O3)C2C(=O)O)cc1 (centres undefined)
    0.2% | / | / | / | / | 8% | 0% | 1.9% | / | /
COCCNC(=O)C(c1ccncc1)N(C(=O)c1sc(C)nc1C)c1cccc(C)c1 (centres undefined)
    0.2% | 0 | 1516 | 2.1% | 1.1 | 3% | 0% | 2.4% | -4% | 0%
CCCCCCCNC(=O)C1(CC2CC(c3cccc(Br)c3)=NO2)CCNCC1 (centres undefined)
    -2.1% | / | / | / | / | 23% | 46µM* | -5.0% | / | /
Cc1ccc(-c2ccc(=O)n(CC(=O)NCCCN3CCCCC3)n2)cc1
    -0.4% | 1.6 | 1438 | -0.3% | 1.1 | 6% | 5% | 0.9% | 9% | 12%
CCN(CC)c1ccc([N+](=O)[O-])cc1/C=N/NC(=O)CC#N
    -0.9% | -0.27 | 1190 | -1.6% | 0.9 | 6% | -5% | 5.3% | -11% | -13%
CCN1CCN(C(=O)c2cc3sccc3n2CC(=O)c2ccccc2)CC1
    -0.5% | -0.25 | 1327 | -2.4% | 1.1 | 15% | -1% | -0.6% | 1% | 0%
Clc1c(OCCCn2ccnc2)ccc2ccccc12
    -1.5% | / | / | / | / | 14% | 93µM* | 8.2% | / | /
O=C(NCc1cccc(C(F)(F)F)c1)c1cccc(Cl)c1Cl
    -1.1% | -0.58 | 1365 | 12% | 1.2 | 3% | -4% | 1.6% | -2% | 5%

# One compound at a time, from the list above.
# CCN(CC)c1ccc([N+](=O)[O-])cc1/C=N/NC(=O)CC#N across the screens: West Nile virus CPE: -0.9%; Ins promoter up: -0.27; Ins promoter up cell count: 1190; CSM14.1 death rescue: -1.6%; TNAP activators: 0.9; SV40 large T antigen: 6%; PhoP inhibition: -5%; RSV antiviral HEp-2: 5.3%; human PMI inhibition: -11%; human PMI inhibitors: -13%
# COc1ccc(NC(=O)C2C3C=CC(O3)C2C(=O)O)cc1 (centres undefined) across the screens: West Nile virus CPE: 0.2%; Ins promoter up: /; Ins promoter up cell count: /; CSM14.1 death rescue: /; TNAP activators: /; SV40 large T antigen: 8%; PhoP inhibition: 0%; RSV antiviral HEp-2: 1.9%; human PMI inhibition: /; human PMI inhibitors: /

# (next part)
# Screens in order – West Nile virus CPE | Ins promoter up | Ins promoter up cell count | CSM14.1 death rescue | TNAP activators | SV40 large T antigen | PhoP inhibition | RSV antiviral HEp-2 | human PMI inhibition | human PMI inhibitors
O=C(Nc1cc(S(=O)(=O)N2CCOCC2)ccc1N1CCCC1)c1ccc2c(c1)S(=O)(=O)c1ccccc1C2=O
    0.6% | -1.3 | 1571 | 1.9% | 1.2 | 23% | 2% | 1.8% | 61%* | 29%
Nc1ccccc1C(=O)Nc1nccs1
    -0.6% | 1.4 | 1248 | -0.4% | 1.1 | 4% | 0% | 1.0% | 5% | 2%
CCn1c(SCC(=O)NCc2ccco2)nc2cccnc21
    -0.2% | 0.1 | 1861 | -2.3% | 1 | 3% | -5% | -0.1% | -2% | -12%
Cc1ccccc1Nc1c(C)c(C)nc2ncnn12
    -2.3% | / | / | / | / | 4% | -3% | 3.2% | / | /
Cc1cc(C)nc(/N=C2\NC(=O)CC(C(=O)O)N2c2cccc(Cl)c2)n1 (centres undefined)
    0.1% | 0.37 | 1254 | -2.5% | 1.2 | 12% | 9% | 0.9% | -12% | -9%
CC(Sc1nc2c(c(=O)[nH]1)CCCC2)C(=O)Nc1ccc(Br)cn1 (centres undefined)
    -0.1% | / | / | / | / | -28% | 2% | 1.2% | / | /
O=C(Nc1cccc(F)c1)Nc1cnccn1
    -0.2% | / | / | / | / | 20% | -2% | 2.7% | / | /
Cc1ccc(S(=O)(=O)Nc2ccc(C(=O)N3CCCC3)cc2)cc1
    -0.4% | / | / | / | / | 7% | 3% | 1.1% | / | /
O=C(CSC1=NS(=O)(=O)c2ccccc21)Nc1ccccc1
    1.1% | 0.38 | 769 | 2.0% | 1.4 | 12µM* | 8% | 0.8% | 24% | -31%
CC(NC(=O)C(C)N1C(=O)c2cccc([N+](=O)[O-])c2C1=O)c1ccccc1 (centres undefined)
    0.1% | / | / | / | / | 6% | -3% | -0.3% | / | /
